IL2 activator: qHTS of IL-2 Activators | IL-2 activation reporter assay, cell-based qHTS; stimulated with anti-CD3/CD4/CD28 beads; in transgenic mouse T cells | activation, % (series mostly up to about 46 µM) | actives 0.065% (n = 360,000) | AID 652025, 2013; in the data active = activation above about 50%; inconclusive = mostly about 30% to 49%; also: 0% is about no effect
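Unstimulated transgenic mouse T cells, 750 per well, received compound and, after 60 minutes, anti-CD3/anti-CD4 bead plus anti-CD28 stimulation. EGFP and DsRed were quantified after 18 hours.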
GLP1R cytotox: qHTS of GLP-1 Receptor Inverse Agonists: Cytotox Screen; Potency, µM (top dose mostly 38.3 µM), without a hit: at the highest dose activity change, negative = inhibition, most hits filed as inhibitors; actives 0.13% (n = 410,000); HEK293 cAMP-luciferase reporter cells, luminescence, 24 h;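 also: loss of luciferase light is scored as toxicity; potency is read from the fitted curve at half-maximal effect; % is scaled to controls: 0 for no effect and ±100 for the full control effect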
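Here, cytotoxicity is scored as loss of luminescence. The MLSMR collection was tested on cells seeded in medium containing 10% Nu serum, with a 24 hr compound exposure preceded by 12 hours of culture.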
PLK1 PBD inh: qHTS for Inhibitors of PLK1-PDB (polo-like kinase 1 - polo-box domain): Primary Screen. actives 2.8% (n = 360,000). Plk1 PBD binding of FITC phosphopeptide, fluorescence polarization. Potency, µM, without a hit: max response, negative = inhibition, actives largely listed as inhibitors. Serine/threonine-protein kinase PLK1 (Homo sapiens), P53350; also: potency is read from the fitted curve at half-maximal effect; series mostly up to about 57 µM; % is scaled to controls: 0 for no effect and ±100 for the full control effect; nearly all actives have a fitted effect of over 65% in size
Target sequence (P53350 whole entry, looked up, the tested form may be a part): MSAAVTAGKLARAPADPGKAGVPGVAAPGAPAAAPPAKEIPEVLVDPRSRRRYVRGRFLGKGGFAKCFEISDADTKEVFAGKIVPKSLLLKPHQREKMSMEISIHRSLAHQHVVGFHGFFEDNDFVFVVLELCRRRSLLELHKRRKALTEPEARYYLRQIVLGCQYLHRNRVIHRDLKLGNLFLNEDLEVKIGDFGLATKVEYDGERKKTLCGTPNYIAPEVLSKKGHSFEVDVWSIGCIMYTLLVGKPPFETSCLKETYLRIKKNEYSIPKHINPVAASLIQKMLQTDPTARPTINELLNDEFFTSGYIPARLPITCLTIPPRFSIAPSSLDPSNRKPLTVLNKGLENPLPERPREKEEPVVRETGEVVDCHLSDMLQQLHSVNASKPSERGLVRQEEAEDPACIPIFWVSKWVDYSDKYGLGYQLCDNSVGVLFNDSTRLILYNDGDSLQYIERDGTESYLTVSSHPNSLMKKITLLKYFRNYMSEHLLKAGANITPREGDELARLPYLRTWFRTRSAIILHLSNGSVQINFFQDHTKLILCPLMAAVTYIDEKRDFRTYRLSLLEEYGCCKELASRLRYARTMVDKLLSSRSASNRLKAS
D3 ag: qHTS of D3 Dopamine Receptor Agonist: qHTS; max activation, %; D(3) dopamine receptor (Homo sapiens), P35462; actives 0.58% (n = 410,000); D3R DiscoveRx beta-arrestin cells, luminescence, 90 min; in the data active = max activation above about 30%; also: 0% is about no effect; mostly tested at two doses, the higher about 12 µM
Target sequence (P35462 whole entry, looked up): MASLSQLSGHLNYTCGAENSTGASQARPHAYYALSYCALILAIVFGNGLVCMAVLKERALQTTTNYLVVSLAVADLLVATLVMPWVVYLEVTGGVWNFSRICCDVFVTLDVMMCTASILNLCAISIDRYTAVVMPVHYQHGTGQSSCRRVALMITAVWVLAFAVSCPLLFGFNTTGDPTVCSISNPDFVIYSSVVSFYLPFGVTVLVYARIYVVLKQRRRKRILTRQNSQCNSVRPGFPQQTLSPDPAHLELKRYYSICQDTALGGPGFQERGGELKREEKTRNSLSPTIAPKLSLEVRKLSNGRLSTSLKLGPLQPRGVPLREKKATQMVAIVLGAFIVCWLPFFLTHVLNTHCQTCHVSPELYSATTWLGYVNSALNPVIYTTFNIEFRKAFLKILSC
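Cells at 1500/well, incubated overnight, then treated with pinned compounds (dopamine as control) for 90 min at 37 degrees C. DiscoveRx reagent added for 30 - 60 minutes at room temperature; luminescence read.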
PI5P4Ka inh: qHTS for Inhibitors of phosphatidylinositol 5-phosphate 4-kinase (PI5P4K); AID 652105, 2013; max response, %; PI5P4Kalpha enzyme, ADP-Glo luminescence, 60 min; active compounds read low; actives 1.2% (n = 330,000); Phosphatidylinositol 5-phosphate 4-kinase type-2 alpha (Homo sapiens), P48426; active = max response of -50% or lower; inconclusive = between -30% and -50%; inactive = -30% or higher; also: value at the top dose of about 77 µM; % is scaled to controls: 0 for no effect and ±100 for the full control effect
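Enzyme plus substrate dispensed, test compounds pinned in, then ATP (5 microM final) added. After 60 min at RT, ADP-Glo reagent 1 for 45 min and reagent 2 for 30 min preceded luminescence imaging.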
DRD3 antagonist: qHTS of D3 Dopamine Receptor Antagonist: qHTS | D3R cells, DiscoveRx beta-arrestin luminescence, antagonist mode; active compounds read low | actives 2.5% (n = 360,000) | D(3) dopamine receptor (Homo sapiens), P35462 | max response, negative = inhibition, % | AID 652054, 2013; in the data active = max response below about -50%; inconclusive = no clear call, values can overlap the other calls; also: % is scaled to controls: 0 for no effect and ±100 for the full control effect; mostly tested at two doses, the higher about 12 µM
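Cells plated overnight at 1500 cells/well, then exposed to library compounds with dopamine controls for 90 minutes at 37 degrees C. DiscoveRx reagent added for 30–60 minutes at room temperature; luminescence read, quantitative HTS format.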
GLP1R inv ag: qHTS of GLP-1 Receptor Inverse Agonists (Inhibition Mode) | actives 1.6% (n = 410,000) | HEK293 GLP-1R CRE-luciferase, luminescence, 24 h; GLP-1R form is constitutively active | Potency, µM (titrated, usually from 38.3 µM), inactives show at the top dose activity change, negative = inhibition, most hits filed as inhibitors; also: potency is read from the fitted curve at half-maximal effect; % is scaled to controls: 0 for no effect and ±100 for the full control effect; nearly all actives have a fitted effect of over 55% in size
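HEK293 cells stably co-expressing a cAMP-responsive luciferase reporter and constitutively active GLP-1R were seeded, incubated 12 h, then exposed to compounds for 24 h at 37 C. Luminescence was read 12 min after detection reagent; inverse agonists lower signal.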
WRN inhibitor: qHTS for Inhibitors of WRN Helicase | Bifunctional 3'-5' exonuclease/ATP-dependent helicase WRN (Homo sapiens), Q14191 | WRN helicase unwinding, fluorescent forked duplex, kinetic | Potency, µM (highest dose often 114 µM), inactives show top-dose activity change, negative = inhibition, usual class: inhibitors | actives 0.46% (n = 360,000); also: potency is read from the fitted curve at half-maximal effect; % is scaled to controls: 0 for no effect and ±100 for the full control effect; nearly all actives have a fitted effect of over 55% in size
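Primary qHTS, 1536-well format. 20 nM WRN + compound, 15 min RT; start with 100 nM forked fluorophore/quencher duplex, 2 mM ATP (final); kinetic read ex 525/em 598 nm.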
GLP-1R agonist: qHTS of GLP-1 Receptor Agonists; Glucagon-like peptide 1 receptor (Homo sapiens), P43220; HEK293 GLP-1R CRE-luciferase, luminescence, 4-6 h; cells express a hypersensitive GLP-1R form; Potency, µM (doses to about 45.6 µM), for the others: at the top dose activation, actives largely listed as activators; actives 0.007% (n = 380,000); AID 624172, 2012; also: potency is read from the fitted curve at half-maximal effect; % of control where 0% means no effect
Starred values were filed as active, the others as inactive; ? = inconclusive; · = no result given; [ ] = dose if it differs, or a comment. Unless noted, calls follow the shape of the dose curve; as a rule, active = well fitted curve in the direction sought with a large enough effect; inconclusive = small, poorly fitted or top-dose-only effect, or another doubt; inactive = no such curve, though single readings can be large; an effect the other way counts as inactive or inconclusive.

cpd	canonical_smiles	IL2 activator	GLP1R cytotox	PLK1 PBD inh	D3 ag	PI5P4Ka inh	DRD3 antagonist	GLP1R inv ag	WRN inhibitor	GLP-1R agonist
1	Cc1cccc(C(=O)NC(=S)N2CCN(C)CC2)c1	-2.9	-13.0%	-2.4%	-0.4	·	9.3	5.6%	1.9%	-13.2%
2	C=CCn1c(SCC(=O)N2CCCC2=O)nc2sc(CC)cc2c1=O	-0.3	-1.8%	-4.0%	11.9	-0.3	62.1	2.4%	-4.4%	1.8%
3	CCN(C(=O)c1cn(CC)c(=O)c2cc(OC)c(OC)cc12)c1ccc(C)c(C)c1	·	-3.5%	·	-8.3	·	·	2.0%	·	5.0%
4	CC(C)C(=O)Nc1ccc(Cc2ccc(NC(=O)C(C)C)c(O)c2)cc1O	-0.7	11.8%	-9.1%	-14.4	2.3	?	-20.1%	0.7%	7.3%
5	CC1(C)COC(c2cc3c(cc2Br)OCO3)OC1	-0.4	-5.8%	1.4%	3.2	0.4	18.1	-21.1%	2.7%	4.1%
6	O=C(Nc1nnc(C2CC2)o1)c1ccc(S(=O)(=O)N2CCCc3ccccc32)cc1	-3.7	-27.5%	-7.9%	-9.3	-24.8	-5.1	?	-7.2%	-1.5%
7	CC1(C)CC2CC(C)(CN2C(=O)COC(=O)CNC(=O)c2ccc(Cl)c(Cl)c2)C1 (stereo not drawn)	-0.4	13.2%	-4.7%	-3.7	12.3	34.9	0.6%	9.7%	4.9%
8	CCCc1cc(=O)oc2cc(C)cc(OCC(=O)NCCCN3CCCC3=O)c12	0.1	-0.5%	-1.4%	1.6	1.8	7.0	35.5%[activator]	4.8%	-1.0%
9	CCc1nc2sc(C)c(C)c2c(=O)n1CCO	-0.5	-20.1%	-0.1%	2.4	10.6	8.6	11.1%	-2.9%	-4.1%
10	CCC(CC)=NNc1ccc(S(N)(=O)=O)cc1[N+](=O)[O-]	1.6	-14.0%	-13.9%	0.3	-4.2	-12.5	3.7%	-12.5%	-1.8%
11	CC(C)(C)c1cc(OC(=O)c2ccccc2F)ccc1O	-0.4	-35.6%	1.8%	0.4	3.2	4.0	-5.6%	-11.8%	7.8%
12	CC(c1ccccc1)n1c(CO)nc2ccccc21 (stereo not drawn)	0.6	-11.7%	6.3%	13.8	0.3	9.5	?	-3.4%	-1.6%
13	CC(=O)c1ccc(NC(=O)CSc2nnc(-c3ccncc3)o2)cc1	1.2	-5.3%	-16.6%	1.0	4.5	-15.1	-4.6%	-36.5%	-7.4%
14	CCC(C)NC(=O)c1ccc(N2CCC3(CC2)OCCO3)c([N+](=O)[O-])c1 (stereo not drawn)	0.2	7.0%	-11.2%	-9.4	9.0	-9.1	1.0%	1.8%	13.3%
15	CCOC(=O)c1c(CN2CCCCC2)n(C)c2ccc(OC)c(S(=O)(=O)c3ccccc3)c12	4.0	-4.8%	-1.0%	-1.3	4.0	15.2	-11.0%	-2.5%	-4.9%

cpd	canonical_smiles	IL2 activator	GLP1R cytotox	PLK1 PBD inh	D3 ag	PI5P4Ka inh	DRD3 antagonist	GLP1R inv ag	WRN inhibitor	GLP-1R agonist
16	c1ccc(Oc2cnc3ccccc3n2)cc1	-2.1	3.5%	-6.5%	0.4	0.1	0.0	3.6%	8.0%	-9.2%
17	CCCCNC(=O)NNC(=O)c1ccco1	-6.1	-3.0%	-14.9%	-12.1	-5.6	-14.2	0.0%	-17.3%	-4.1%
18	CC(=O)c1cccc(NC(=O)C(C)OC(=O)Cc2n[nH]c(=O)c3ccccc23)c1 (stereo not drawn)	-1.0	8.9%	0.2%	2.9	-7.5	1.5	1.8%	-20.3%	3.9%
19	NC(=O)CN1C(=O)C(=O)N(Cc2ccc(F)cc2)C1=O	-3.2	0.3%	4.8%	2.1	-2.4	1.3	10.2%	2.1%	-0.8%
20	Nc1c(C(=O)Nc2ccccc2)sc2nc(N3CCOCC3)c3c(c12)CCCC3	-3.8	11.6%	?	-5.5	?	-0.2	19.3%	-1.1%	-7.7%
21	N#C/C(=C/c1ccc(N2CCOCC2)o1)C(=O)NC1CCCCC1	0.2	-4.7%	55.7%[activator]	-7.6	2.0	-15.0	23.3%	-0.3%	20.4%
22	CCCCOC(=O)N1CCOCCOCCOCC1	0.0	3.5%	-11.8%	-4.2	-10.8	0.0	10.9%	7.9%	-0.2%
23	CCc1ccc2c(c1)c(=O)c(S(=O)(=O)c1ccc(F)cc1)cn2CC(=O)Nc1ccccc1OC	·	-1.8%	·	-13.6	·	·	-16.8%	·	0.5%
24	COc1ccc(CCNC(=O)CSc2nnc(CNC(=O)c3cc(OC)c(OC)c(OC)c3)o2)cc1OC	-1.2	2.8%	-3.8%	-5.5	0.9	0.6	19.5%	-0.8%	-4.1%
25	O=C(CSc1ccc2nnc(-c3ccccc3)n2n1)NCc1ccco1	-1.3	-26.8%	-10.9%	10.2	·	13.7	-3.3%	-24.5%	-0.9%
26	Cc1[nH]c(-c2ccc3c(c2)OCO3)nc1C(=O)O	-2.1	1.0%	-7.5%	-10.2	?	-4.9	8.8%	-3.0%	-4.9%
27	CN(CC(=O)N1CCN(c2ccccc2)CC1)C1CCCc2ccccc21 (stereo not drawn)	-0.3	-12.3%	-8.8%	-3.7	-5.1	-6.6	?	9.5%	15.7%
28	Cc1occc1C(=O)Nc1ccc(S(N)(=O)=O)cc1	-0.6	-27.9%	21.2µM*	2.1	-22.8	22.9	-3.1%	1.9%	-0.4%
29	C=CCN1CCN(C(=O)c2ccc(-c3ccccc3)cc2)CC1	0.9	6.2%	-7.9%	-10.2	-4.3	-27.8	10.6%	3.9%	-5.3%
30	CCOc1ccc(Oc2ccc(Cl)cc2NC(=O)CCNC(C)=O)cc1	-1.1	3.4%	-5.7%	-4.4	0.7	-12.9	-6.9%	-25.1%	6.3%

cpd	canonical_smiles	IL2 activator	GLP1R cytotox	PLK1 PBD inh	D3 ag	PI5P4Ka inh	DRD3 antagonist	GLP1R inv ag	WRN inhibitor	GLP-1R agonist
31	O=C1Nc2ccccc2/C1=N/N=C/c1cccc(O)c1	0.9	3.6%	2.6%	5.5	-11.9	-8.7	4.9%	-10.9%	13.3%
32	COc1cc(NC(=O)COC(=O)/C=C/c2ccc(Cl)cc2Cl)cc(OC)c1	-2.6	-2.1%	1.2%	-3.6	0.4	5.2	11.6%	2.3%	-3.5%
33	O=C1CC(c2ccccc2)N1c1ccccc1 (stereo not drawn)	-0.9	-0.7%	3.8%	-2.4	-12.6	3.8	-21.9%	-6.1%	19.9%
34	CSc1ncccc1C(=O)Nc1nc2c(C)cccc2s1	3.6	4.9%	2.4%	-1.8	-2.5	41.9	10.0%	-10.0%	14.1%
35	CC(C)Cc1ccc(C(C)C(=O)Nc2ccccc2O)cc1 (stereo not drawn)	-5.0	?	4.3%	-7.2	18.7	-21.6	?	-9.1%	16.9%
36	O=C(c1ccc2c(=O)n(-c3ccccc3)c(=S)[nH]c2c1)N1CCCCC1	0.9	-7.8%[0.307 µM]	-13.5%	10.3	-10.7	4.5	3.6%[0.307 µM]	5.5%	-10.1%
37	CC1CCC(NC(=O)c2cc3c(Cl)nc4ccccc4c3s2)CC1 (stereo not drawn)	·	-5.2%	·	0.9	·	·	8.1%	·	2.0%
38	CCN(CC(=O)Nc1c(F)cccc1F)C(=O)CSc1nc(C)cc(C)n1	0.5	-7.8%	2.2%	-1.7	-1.0	-1.2	-8.4%	-3.1%	11.5%
39	COC(=O)C(CCSC)NC(=O)/C=C/c1ccc(OC)cc1 (stereo not drawn)	0.8	6.5%	2.8%	-3.1	0.1	-22.8	22.3%	-3.8%	-6.5%
40	COc1ccc(Nc2cc3n(c(=O)n2)CCc2cc(OC)c(OC)cc2-3)cc1	-2.3	10.0%	3.2%	-8.2	-20.7	-26.5	119.6%[activator]	-28.4%	?
41	COCCn1c(-c2ccc(SC)cc2)nc2c1c(=O)[nH]c(=O)n2CC(C)C	0.3	-14.4%	0.1%	10.4	-6.0	35.3	7.6%	14.0%	?
42	Cc1occc1C(=O)Nc1ccccc1NC(=O)c1ccoc1C	-2.0	27.8%	-26.2%	-2.9	?	?	-29.3%	-16.8%	4.4%
43	C(=N\n1cnnc1)/c1ccc(N2CCOCC2)s1	0.0	?	-6.3%	3.4	-2.4	-13.1	-5.0%	6.1%	-5.7%
44	CN(Cc1ccccc1)C(=O)c1ncn2c1C(=O)N(C)CC2	-3.8	-1.7%	-3.1%	4.8	-10.6	8.3	18.2%	-2.2%	-4.4%
45	CCSc1nnc(NC(=O)CSc2nnc(C)c(=O)n2N)s1	0.5	-1.8%[7.66 µM]	-10.0%	-11.2	-6.1	-4.4	0.4%[7.66 µM]	3.7%	-2.0%
46	Cc1ccc(S(=O)(=O)Nc2ccc3ccccc3c2)cc1	-5.6	-25.4%	1.8%	-8.8	4.5	0.0	-16.9%	-7.5%	-0.8%

Full records from above. Order of screens: IL2 activator	GLP1R cytotox	PLK1 PBD inh	D3 ag	PI5P4Ka inh	DRD3 antagonist	GLP1R inv ag	WRN inhibitor	GLP-1R agonist
`N#C/C(=C/c1ccc(N2CCOCC2)o1)C(=O)NC1CCCCC1` across the screens: 0.2	-4.7%	55.7%[activator]	-7.6	2.0	-15.0	23.3%	-0.3%	20.4%
`Cc1occc1C(=O)Nc1ccccc1NC(=O)c1ccoc1C` across the screens: -2.0	27.8%	-26.2%	-2.9	?	?	-29.3%	-16.8%	4.4%
